L major viab: reduces viability of Leishmania major promastigotes. 9% of 200,000 active. inhibition, % at 10 µM. resazurin fluorescence viability. AID 1063; in the data active = inhibition above about 50%;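 also: promastigotes grown with compound for 44 hours at 28 °C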
Diaph act CS: diaphorase activation or chemical reduction counter-screen. Diaphorase/resazurin coupled assay, resorufin fluorescence, 16 min; active compounds read high; 1 = vehicle wells, 0 = NADH-free wells. activation factor at 20 µM. 0.005% of 190,000 active;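 active = diaphorase activity raised at least twofold by the compound at 20 µM; inactive = activation factor below 2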
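Material: Clostridium kluyveri diaphorase, purified enzyme; Quantity: enzyme 0.07 U/mL final; Medium: HEPES pH 7.4 buffer with MgCl2 and Tween 20; Dosing: single compound dose of 20 µM, 1% DMSO final; Schedule: 16 min reaction at room temperature; Measured by: red resorufin fluorescence at 544/590 nm excitation/emission.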
TNAP inh no acc: TNAP (human) inhibition, acceptor-free conditions | purified TNAP, CDP-star luminescence, 30 min | inhibition, % at 20 µM | 0.26% of 200,000 active | AID 1012;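 active = tissue-nonspecific alkaline phosphatase inhibition above about 50% at 20 µM in the single-dose screen, limit read from the data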;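 also: 0% = DMSO negative control and 100% = EDTA positive control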
Target sequence (P05186 whole entry, looked up): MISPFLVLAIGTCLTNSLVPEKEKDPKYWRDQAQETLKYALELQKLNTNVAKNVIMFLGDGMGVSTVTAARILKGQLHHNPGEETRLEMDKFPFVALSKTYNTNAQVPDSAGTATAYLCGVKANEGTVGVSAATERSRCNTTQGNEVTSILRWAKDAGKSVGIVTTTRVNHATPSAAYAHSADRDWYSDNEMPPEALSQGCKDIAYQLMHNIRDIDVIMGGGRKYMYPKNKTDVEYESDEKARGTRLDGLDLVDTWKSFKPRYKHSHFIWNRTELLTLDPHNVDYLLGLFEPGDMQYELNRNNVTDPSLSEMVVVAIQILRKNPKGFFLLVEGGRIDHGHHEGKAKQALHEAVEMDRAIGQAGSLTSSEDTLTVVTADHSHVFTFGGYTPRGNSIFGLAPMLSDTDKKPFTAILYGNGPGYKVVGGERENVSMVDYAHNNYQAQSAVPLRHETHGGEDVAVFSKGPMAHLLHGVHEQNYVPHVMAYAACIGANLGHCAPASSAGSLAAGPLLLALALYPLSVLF
PMI act hi M6P: activators of human phosphomannose isomerase at near-saturating mannose 6-phosphate; AID 1216; coupled PMI enzyme assay, resazurin fluorescence, 20 min; active compounds read high; 1 = untreated enzyme, 0 = substrate-free blank; activation factor at 20 µM; 0.34% of 190,000 active; P34949;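 active = activation factor of 2 or more at 20 µM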
Target sequence (P34949 whole entry, looked up): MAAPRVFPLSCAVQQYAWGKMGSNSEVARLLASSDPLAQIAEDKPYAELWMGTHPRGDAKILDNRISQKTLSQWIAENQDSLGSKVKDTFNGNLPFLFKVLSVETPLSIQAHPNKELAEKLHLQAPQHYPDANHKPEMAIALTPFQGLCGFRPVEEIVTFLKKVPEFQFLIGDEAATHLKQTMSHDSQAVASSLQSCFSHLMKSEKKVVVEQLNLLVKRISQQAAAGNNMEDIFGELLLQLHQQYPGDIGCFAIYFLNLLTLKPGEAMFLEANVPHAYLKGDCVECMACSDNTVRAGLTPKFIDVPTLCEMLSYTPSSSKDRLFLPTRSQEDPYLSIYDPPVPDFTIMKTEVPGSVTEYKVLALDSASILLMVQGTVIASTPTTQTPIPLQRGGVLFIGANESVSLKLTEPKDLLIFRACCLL
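Test system: human PMI in coupled enzyme assay; Input: PMI at 15 ng/mL final; Medium: HEPES buffer, pH 7.4; Schedule: 20 min incubation at room temperature; Technique: resorufin fluorescence at Ex 544/Em 590 nm; Compound: 20 µM single dose; Probe or stimulus: Near-saturating mannose-6-phosphate, 1.0 mM.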
TNAP inh hiacc: blocks human TNAP under high phosphate acceptor concentration. 0.03% of 200,000 active. AID 1135. purified TNAP, CDP-star luminescence, 1 M DEA. P05186. inhibition, % at 20 µM;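 active = over 50% inhibition of tissue-nonspecific alkaline phosphatase at 20 µM in the single-dose screen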;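 also: plate controls were DMSO wells for no effect and EDTA-quenched wells as full inhibition for full effect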
PMI activator: increases human mannose-6-phosphate isomerase activity; purified human PMI, coupled resazurin fluorescence, 20 min; active compounds read high; 1 = vehicle control, 0 substrate-free wells; P34949; activation factor at 20 µM; 0.005% of 190,000 active;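 active = activation factor of 2 or more at 20 µM, relative to plate controls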
bIAP activator: increases bovine intestinal alkaline phosphatase activity; purified bovine IAP, CDP-star luminescence, 30 min; active compounds read high; fold of DMSO-control signal, blank-subtracted; activation factor at 20 µM; 0.17% of 200,000 active; AID 1016;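 active = activation factor of 2 or more at 20 µM, a signal rise over negative controls twice the positive control's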
Diaph inh CS: diaphorase inhibition or chemical oxidation counter-screen; diaphorase resazurin-to-resorufin fluorescence, NADH, 16 min; bacterial (C. kluyveri) enzyme, not human; inhibition, % at 20 µM; 0.69% of 190,000 active; AID 1217;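 active = primary screen inhibition at 20 µM above a set limit, cut at about 50% in these data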;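 also: plate controls were DMSO with full reaction for no effect and wells lacking NADH for full effect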
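Test system: Clostridium kluyveri diaphorase enzyme / Quantity: diaphorase at 0.14 U/mL in enzyme working solution / Incubation: 16-min room-temperature incubation before reading / Benchmarks: NADH-free wells as positive control, DMSO-only neutral wells / Signal: resorufin fluorescence 544/590 nm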
TNAP act hi DEA: TNAP (human) activation, high acceptor; 200,000 tested, under 10 active; P05186; purified TNAP, CDP-star luminescence, 1 M DEA, 30 min; active compounds read high; 0 = EDTA background, 1 = DMSO-only activity; activation factor at 20 µM; AID 1136;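 active = activation factor at least 2 at 20 µM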
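Control set: EDTA negative control, DMSO positive control / Assay system: human TNAP / Quantity: TNAP 1/800 final / Evaluation: TNAP activation factor scaled between EDTA and DMSO control wells / Measured by: luminescent substrate turnover signal / Compound dosing: one dose, 20 µM / Times: 30 min enzyme reaction at room temperature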
bIAP inhibitor: blocks bovine intestinal alkaline phosphatase activity | purified bovine IAP, CDP-star luminescence, 30 min | inhibition, % at 20 µM | 190,000 tested, under 10 active | AID 1019;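 active = over 50% inhibition of intestinal alkaline phosphatase at 20 µM in the single-dose screen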
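System: Purified bovine intestinal alkaline phosphatase (IAP) enzyme | Input: IAP diluted 1/65,000,000 in the well | Also added: CDP-star chemiluminescent phosphatase substrate, 30 µM final | Dosing: 20 µM single dose | Times: Enzyme reaction for 30 min at room temperature | Detection: Luminescence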
Active calls of the source: *.

Under each structure – L major viab	Diaph act CS	TNAP inh no acc	PMI act hi M6P	TNAP inh hiacc	PMI activator	bIAP activator	Diaph inh CS	TNAP act hi DEA	bIAP inhibitor
Cc1ccc(-n2nnnc2SCC(=O)Nc2ncc(Cc3ccccc3Cl)s2)cc1
→ 1	1	-12	0.9	1	0.9	0.8	2	1	23
COc1ccc(NC(=O)c2cc3ccccn3n2)cc1
→ -1	0.8	-10	1	-8	0.9	0.8	20	1.1	20
COc1cc(C=O)ccc1OCC(=O)NC(C)(C)C
→ -5	0.9	-6	0.9	-2	0.9	1.1	8	1	-15
Cc1ccc(C)c(N2C(=N)S/C(=C\c3ccc(-c4ccccc4C(=O)O)o3)C2=O)c1
→ -13	0.6	8	1.4	-1	0.8	1.1	38	1	-10
CC(C)OC(=O)CSc1nnc(-c2ccc(O)cc2)n1Cc1ccccc1
→ -1	0.9	2	0.9	2	0.8	1.2	7	1	-17
Cc1onc(-c2c(Cl)cccc2Cl)c1C(=O)N1CCN(c2ncccn2)CC1
→ 10	0.8	-6	0.9	-7	0.9	1.2	23	1.1	-16
O=C1CCCC2=C1C(c1ccsc1)CC(=O)N2c1nnc(SCc2ccccc2)s1 (centres undefined)
→ 2	0.8	-12	0.9	-6	1	1	16	1.1	-4
Cc1cc(N2CCOCC2)nc2ccc(NC(=O)CCC(=O)N3CCC(C)CC3)cc12
→ 1	1	-9	0.8	-6	0.9	1	1	1.1	-4
COc1cc2c(=O)n(Cc3ccco3)c(=O)n(CC(=O)c3ccc(Br)cc3)c2cc1OC
→ 3	0.8	-8	0.9	-3	0.9	1	20	1	5
Cc1ccc(NC(=O)c2cnn(-c3ccccc3)c2NC(=O)c2ccco2)cc1
→ 3	0.8	-15	1	-7	1	1	22	1.1	2
Cc1cc(C)n(CCc2nc(-c3cc4ccccc4o3)cs2)n1
→ 100*	0.7	-10	0.9	-4	0.9	0.9	26	1	9
COC(=O)c1cc(NC(=O)CN2CCN(C(C)=O)CC2)cc(C(=O)OC)c1
→ 2	0.9	-9	0.9	-1	0.9	1.1	15	1	-12
COc1ccc(N2CCN(C(=O)C34CCC(C)(C(=O)C3)C4(C)C)CC2)cc1 (centres undefined)
→ -5	0.9	-1	1.1	-4	1	1	8	1	4
CC(=O)NCCOc1nc(N(C)C)nc(N2CCCCC2)n1
→ -4	0.9	-7	1	-3	1	1	8	1	-5
O=C(Nc1ccc(F)cc1F)C1(c2cccs2)CCOCC1
→ 0	1	-4	1	-1	1.1	1	4	1	1
CCC(C)(C)C(=O)Nc1ccc(C(N)=O)cc1
→ 1	0.9	-12	1	-5	1	1	11	1	0
COc1ccc(N=C2SC(CC(=O)Nc3ccccc3OC)C(=O)N2Cc2ccco2)cc1 (centres undefined)
→ 99*	0.9	-7	0.9	-5	0.8	1	10	1.1	-1
CCOC(=O)c1nc2cc3n(c(CC(C)C)c-2c1C)CC(C)=C3C
→ 64*	1	-26	2.4*	0	1.8	1	2	1	2
Fc1ccccc1C1c2[nH]c3ccccc3c2CCN1CCCn1cccn1 (centres undefined)
→ 29	0.8	-3	0.9	-1	0.9	1.3	20	1	-33
Nc1c(-c2ccccc2)cnn1C1CCS(=O)(=O)C1 (centres undefined)
→ -5	0.9	-13	1	1	0.9	1	8	1	0
CC(C)c1ccc(/C=C/C(=O)NC2CCCCC2)cc1
→ -8	0.9	-8	1	-3	1	1	7	1	-3
COc1ccc(/C=N/NC(N)=S)cc1OC(=O)c1cccc2ccccc12
→ 99*	0.9	0	1	7	0.9	0.9	14	0.9	11
CC(C)(c1ccccc1)c1ccc(OCCN)cc1
→ 51*	1.1	-2	1.1	-3	1.1	0.9	-8	1	15
CCN1CCN(CCC(=O)Nc2ccc3c(c2)OCO3)CC1
→ -1	0.9	-11	1.1	-4	1.3	0.9	7	1	6
CCN(CC)CC#CCC(O)(c1ccccc1)C1CCCCC1 (centres undefined)
→ 19	0.8	3	0.9	0	1	1	25	1	0
CC1=NN(c2ccc(F)cc2)C(=O)C1C(c1cccc(O)c1)c1c(C)[nH]n(-c2ccc(F)cc2)c1=O (centres undefined)
→ 72*	0.7	-5	1.1	-3	0.9	1	32	1	-1
Cc1cccc(C(=O)Nc2ccc(O)cc2C(=O)O)c1
→ -6	1	0	1.1	-1	1.1	1	4	1	-2
CC(C)Oc1ccc(OCCCN2CCCCCC2)cc1
→ 100*	1	-6	1.1	-7	1	0.9	2	1.1	12
Cn1c2c(c(=O)c3ccccc31)CCC(C)(C)O2
→ -7	1	-4	1.1	0	1.1	0.9	0	1	8
CCC1=NN(C(=O)Cc2ccc(OC)c(OC)c2)C(O)(C(F)(F)F)C1 (centres undefined)
→ -5	1	-10	1.1	-4	1.1	1	5	1	3
CCCCOC(=O)c1ccc(OC(=O)c2cccnc2)cc1
→ -6	0.9	-9	1	1	1	1	13	1	5
Cc1ccc(O)c(NC2=C(Cl)C(=O)N(Cc3ccccc3)C2=O)c1
→ 3	0.5	0	0.8	16	0.7	1.1	51*	0.8	-6
CCOc1ccc(-n2c(SCC(N)=O)nc3c(c2=O)SCC3)cc1
→ -7	0.9	-11	1.2	-4	1.1	1	6	1	2
CSc1sc(C(=O)O)c2c1C(=O)CCC2
→ -4	1	-7	1.1	1	1	1	1	1	-5
COc1ccc(S(=O)(=O)N(CC(=O)O)Cc2ccccc2)cc1OC
→ -1	0.8	-7	0.9	-3	0.8	0.9	19	1	5
COc1ccc(NC(=O)CSc2c3c(nc4ccccc24)CCC3)c(OC)c1
→ 12	0.7	-21	0.8	-2	0.9	0.7	31	1	27
NC(=O)C(CC(=O)O)NC(=O)[C@@H]1CCCCNc2c(I)cc([N+](=O)[O-])cc2C(=O)N[C@@H](CO)C(=O)NCC(=O)N1 (some centres undefined)
→ -4	0.7	-4	1	0	1.1	0.9	33	1	7
CN1C(=O)c2ccc(NC(=O)c3cccc(N4C(=O)CCC4=O)c3)cc2C1=O
→ 1	1	-6	0.9	0	1	1.1	1	1	-9
O=C(C1CCCN1S(=O)(=O)c1ccc(Cl)cc1)N1CCOCC1 (centres undefined)
→ -4	1	-7	0.9	2	0.9	0.9	4	1	5
Cc1ccccc1C(=O)Nc1cccc(-c2ccc3nncn3n2)c1
→ 25	1	-4	1	-1	1	1.2	2	1	-19
CCOC(=O)c1c(C)[nH]c(C(=O)N2CCCC(C(=O)c3cccc(OC)c3)C2)c1C (centres undefined)
→ -2	0.8	-7	0.9	-5	0.9	1.1	24	1	-5
O=C(NC1CCCCC1)c1cc2nc3c(c(C(F)(F)F)n2n1)CCCC3
→ 3	1	1	1.1	-4	1	1.1	-3	1	-9
O=c1oc2ccccc2cc1-c1nnc(NCc2ccco2)s1
→ -9	0.8	-6	0.9	-1	1	0.9	15	1	7
Cc1ccnc(NC(=O)c2ccc(NC(=O)c3ccco3)cc2)c1
→ -3	0.9	-9	1	0	1	0.9	6	1	14
CC1(C)CC(=O)C2=C(C1)N(CC1CCCO1)C(=O)C2(O)C(F)(F)F (centres undefined)
→ 14	0.8	-16	1	-7	1	0.9	21	1.1	6
CC(=O)Nc1cc(C(F)(F)F)ccc1OCC1CCCO1 (centres undefined)
→ 4	0.8	-12	0.9	-5	0.8	0.9	24	1.1	8
Cc1cc(C)n(C(=O)CNc2cccc(Cl)c2C)n1
→ -8	1	-3	1.1	-4	1	0.8	1	1	23
O=C(/C=C/c1cccs1)N1CCN(c2ccc(O)cc2)CC1
→ 76*	0.8	-4	0.5	2	0.9	1	20	1	-1
CCOc1ccc(NS(=O)(=O)c2cc(OC)ccc2OC)cc1
→ 3	1	-8	1	-2	1	0.9	-3	1	8
O=C(NCc1ccccn1)c1cc(-c2ccccc2Cl)nc2ccccc12
→ 87*	0.9	-2	0.9	-1	1	0.9	7	1	14

Reprinted at random: 4 compounds from above.
Under each structure – L major viab	Diaph act CS	TNAP inh no acc	PMI act hi M6P	TNAP inh hiacc	PMI activator	bIAP activator	Diaph inh CS	TNAP act hi DEA	bIAP inhibitor
CC1(C)CC(=O)C2=C(C1)N(CC1CCCO1)C(=O)C2(O)C(F)(F)F (centres undefined)
→ 14	0.8	-16	1	-7	1	0.9	21	1.1	6
O=C(NC1CCCCC1)c1cc2nc3c(c(C(F)(F)F)n2n1)CCCC3
→ 3	1	1	1.1	-4	1	1.1	-3	1	-9
Cc1ccnc(NC(=O)c2ccc(NC(=O)c3ccco3)cc2)c1
→ -3	0.9	-9	1	0	1	0.9	6	1	14
O=C(NCc1ccccn1)c1cc(-c2ccccc2Cl)nc2ccccc12
→ 87*	0.9	-2	0.9	-1	1	0.9	7	1	14

Continued:
Under each structure – L major viab	Diaph act CS	TNAP inh no acc	PMI act hi M6P	TNAP inh hiacc	PMI activator	bIAP activator	Diaph inh CS	TNAP act hi DEA	bIAP inhibitor
COc1ccc(CN2C(=O)CC(Cc3cc(C)cc(C)c3)C2=O)cc1OC (centres undefined)
→ 7	0.9	-2	1	1	0.9	0.9	10	1	12
CC(NC(=S)NC1CCCCC1)C(c1ccccc1)N1CCOCC1 (centres undefined)
→ 1	0.9	0	1	1	0.9	1	9	1	3
O=C(N/N=C/c1cccnc1)C1CCCCC1
→ -6	0.9	-16	0.9	-5	0.9	0.9	5	1.1	8
CCN1CCN(Cc2ccc(NC(=O)Nc3ccccc3)cc2)CC1
→ -8	0.9	-2	0.8	4	0.8	0.9	12	1	11
CCOc1ccc(NC2c3ccccc3C(=O)N2Cc2ccco2)cc1 (centres undefined)
→ 24	1	-3	0.9	-5	0.9	0.9	1	1	6
CCN(CC)S(=O)(=O)c1ccc(-c2nnc(SCC(=O)N3CCOCC3)o2)cc1
→ 10	0.9	-4	0.9	1	0.9	1	11	1	3
C#CCOCCOCCOCCNc1nc(N2CCN(C(=O)[C@H]([C@@H](C)CC)n3cc(CCCCN)nn3)CC2)nc(N2CCN(C(=O)[C@H](C)n3cc(CCC(=O)O)nn3)CC2)n1
→ -6	1.1	-12	1.3	-3	1.3	0.7	-10	1	33
Cc1ccc(/C=N/NC(=O)CNC(=O)c2ccc(S(=O)(=O)N3CCCC3)cc2)o1
→ 17	1	-8	0.9	-3	1	1.2	4	1	-18
COc1ccc(CC(=O)Nc2cc(Cl)ccc2O)cc1
→ 18	1	-11	0.9	-4	0.9	1	1	1	-2
O=C(O)c1ccc2c(c1)C(=O)N(C(Cc1ccccc1)C(=O)O)C2=O (centres undefined)
→ -3	1	-8	1.1	-1	1	0.9	2	1	7
CC(=O)c1c(C)[nH]c(C(=O)OCc2ccc(F)cc2Cl)c1C
→ 5	1.1	-13	1	-3	1.1	1	-6	1	-5

High-throughput results from PubChem.
